Screens (PubChem BioAssay)
dFosB activator – mouse delta FosB homodimer activation | P13346 | purified delta FosB, TAMRA-CDK5 oligo fluorescence polarization; percent of positive-control signal above neutral wells | activation, % at 25 µM | actives 0.99% (n = 340,000);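 active means mean activation above about 17%, with every replicate also reaching it, limit read from the data, passing the limit was not always enough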;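 further: fluorescence polarization rise as delta FosB binds a TAMRA Cdk5 AP-1 oligo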
Target sequence (P13346 whole entry, looked up): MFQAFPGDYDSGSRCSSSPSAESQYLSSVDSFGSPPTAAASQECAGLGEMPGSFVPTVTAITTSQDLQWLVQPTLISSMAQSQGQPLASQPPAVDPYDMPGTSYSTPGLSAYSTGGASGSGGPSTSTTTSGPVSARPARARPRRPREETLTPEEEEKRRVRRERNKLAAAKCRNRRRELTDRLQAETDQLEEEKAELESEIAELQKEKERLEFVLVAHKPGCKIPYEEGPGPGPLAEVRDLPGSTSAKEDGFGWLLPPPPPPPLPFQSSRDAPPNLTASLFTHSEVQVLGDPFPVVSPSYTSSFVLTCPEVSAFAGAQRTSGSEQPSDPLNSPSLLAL
CDK5 p35 inh – CDK5/p35 (human) kinase inhibition; inhibition, % at 10 µM; Q00535+Q15078; Recombinant CDK5/p35, ADP-Glo luminescence, 60 min; actives 0.01% (n = 330,000);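 active means highest replicate inhibition of at least 50% and at least 75% of replicates reaching 50%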;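 further: plate controls were DMSO neutral control for no effect and GW8510 at 10 µM for full effect; many of its hits are not listed in these tables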
C-LANA FP – KSHV C-LANA DNA binding inhibition; MBP-C-LANA/FAM-LBS DNA binding, fluorescence polarization; inhibition, % at 9 µM; actives 0.078% (n = 340,000); AID 504423;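 active means highest replicate inhibition at or above 60% at 9 µM, even if other replicates fall short; inactive means all replicates below 60% inhibition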;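 further: 0% = neutral control wells and 100% = 4 µM acridine orange control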
PfHsp90 yeast 2 – reduces growth (ATP signal) of yeast expressing P. falciparum Hsp90 | actives 0.32% (n = 310,000) | inhibition, % at 9.4 µM | AID 504621 | S. cerevisiae expressing PfHsp90, BacTiter-Glo ATP, 48 h; yeast lacking PDR1 and PDR3 efflux regulators;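 active means every replicate shows inhibition above about 80%, whatever the replicate mean, limit read from the data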;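 further: 0% = DMSO neutral controls and 100% = 20 µM radicicol positive controls; yeast relying on Plasmodium falciparum Hsp90 in place of its own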
PvdQ acylase – blocks Pseudomonas aeruginosa PvdQ acylase activity | AID 488965 | purified PvdQ acylase, fluorescence plate reader | inhibition, % at 10 µM | actives 0.063% (n = 340,000); in the data active means inhibition above about 30%, passing the limit was not always enough;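 further: 0% = vehicle neutral wells and 100% = reference inhibitor wells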
Mot1-301 SUMO – blocks SUMOylation pathway, rescuing yeast Mot1-301 growth; S. cerevisiae Mot1-301 growth rescue, ATP luminescence, 38.5C; percent above DMSO median, 100 means doubled; growth rescue, % at 18.8 µM; actives 1% (n = 320,000); AID 2716;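 active means every valid replicate shows activation above 250% relative to neutral control wells; inactive means the rest, any valid replicate at or below 250%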;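 further: OY570 slx delta 5 strain wells were the positive control but not used for scaling; some compounds called inactive have numbers as strong as hits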
Rtt109 HAT inh – blocks Candida albicans Rtt109/Vps75 acetyltransferase activity. Q5AAJ8. purified Rtt109/Vps75, ThioGlo CoA-SH fluorescence, 4 h. inhibition, % at 34.9 µM. actives 0.16% (n = 330,000);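 active means inhibition of at least 50% in every replicate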
Target sequence (Q5AAJ8 whole entry, looked up): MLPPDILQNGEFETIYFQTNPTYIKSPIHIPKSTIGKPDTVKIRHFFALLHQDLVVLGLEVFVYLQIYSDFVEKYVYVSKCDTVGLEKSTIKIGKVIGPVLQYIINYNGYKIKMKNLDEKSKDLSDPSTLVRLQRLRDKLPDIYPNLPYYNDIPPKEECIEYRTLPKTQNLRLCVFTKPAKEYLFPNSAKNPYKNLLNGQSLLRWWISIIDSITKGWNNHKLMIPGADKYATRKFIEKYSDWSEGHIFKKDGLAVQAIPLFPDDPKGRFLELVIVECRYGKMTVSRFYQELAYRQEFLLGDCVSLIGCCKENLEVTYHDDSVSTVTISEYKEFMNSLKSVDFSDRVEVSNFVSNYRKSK
RTF Ca sens inh – cardiac RTF calcium desensitization; IANBD-labeled cardiac RTF, Ca2+ fluorescence; actives 0.12% (n = 340,000); inhibition, % at 7.15 µM; P19429+P45379;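 active means inhibition above the mean inhibition of all tested compounds plus 3 SD, cut at about 17% in these data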;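 further: assay run at fixed EC70 calcium of 1.6 mM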
RTF Ca sens act – cardiac RTF calcium sensitization | P19429+P45379 | IANBD-labeled TnC RTF fluorescence at EC20 calcium; 0% EC20 calcium, 100% full calcium | activation, % at 7.2 µM | actives 0.24% (n = 340,000);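 active means activation above the mean over all tested compounds plus 3 SD, cut at about 30% in these data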;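 further: rise in fluorescence read as greater calcium sensitivity of cardiac thin filaments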
Keap1-Nrf2 PPI – inhibitors of human Keap1-Nrf2 protein-protein interaction; Keap1 Kelch-Nrf2 peptide fluorescence polarization, 1536-well; inhibition, % at 9.4 µM; actives 0.15% (n = 340,000); in the data active means inhibition above about 12%;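 further: human Keap1 Kelch domain with fluorescein labeled Nrf2 9mer peptide probe; 0% = neutral control wells and 100% = peptide positive control; higher means more block of Keap1 binding to Nrf2 peptide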
NSD2 inh – inhibitors of human histone methyltransferase NSD2. NSD2 peptide methylation, AlphaScreen, 120 min. inhibition, % at 12.5 µM. actives 0.54% (n = 310,000); in the data active means inhibition above about 50%
Numbers without * were called inactive.

How did C1CN=C(NC23CC4CC(CC(C4)C2)C3)C1 do in these assays?
dFosB activator: -5; CDK5 p35 inh: 1.2; C-LANA FP: -0.5; PfHsp90 yeast 2: -11; PvdQ acylase: -19; Mot1-301 SUMO: 0; RTF Ca sens inh: 0; RTF Ca sens act: -2; Keap1-Nrf2 PPI: 0; NSD2 inh: -1

Results for CCOc1ccc(C(=O)Nc2ccc(N3CCCC3)cc2)cc1 ?
dFosB activator: 22*; CDK5 p35 inh: -2.4; C-LANA FP: 0.3; PfHsp90 yeast 2: -12; PvdQ acylase: -7; Rtt109 HAT inh: 5; RTF Ca sens inh: -8; RTF Ca sens act: -10; Keap1-Nrf2 PPI: -4; NSD2 inh: -3

How did Cc1ccc(C2Nc3ccccc3C(=O)N2CCCN2CCOCC2)cc1 (stereo not given) do in these assays?
dFosB activator: -3; CDK5 p35 inh: 2.2; C-LANA FP: 0.2; PfHsp90 yeast 2: -1; PvdQ acylase: 3; Mot1-301 SUMO: -14; Rtt109 HAT inh: -6; RTF Ca sens inh: 4; RTF Ca sens act: 3; Keap1-Nrf2 PPI: 3; NSD2 inh: -1

Results for O=C(NN1C(=O)c2ccccc2NC1c1cccnc1)c1ccc([N+](=O)[O-])cc1 (stereo not given) ?
dFosB activator: -9; CDK5 p35 inh: -1.1; C-LANA FP: -4.1; PfHsp90 yeast 2: 0; PvdQ acylase: 7; Mot1-301 SUMO: -6; Rtt109 HAT inh: 6; RTF Ca sens inh: -15; RTF Ca sens act: 1; Keap1-Nrf2 PPI: 0; NSD2 inh: -2

Results for O=C(NCCOc1ccc(Cl)cc1)C1CC(=O)N(c2ccc3c(c2)OCCO3)C1 (stereo not given) ?
dFosB activator: -12; CDK5 p35 inh: -0.1; C-LANA FP: -2.0; PfHsp90 yeast 2: -11; PvdQ acylase: -20; Mot1-301 SUMO: -6; Rtt109 HAT inh: -2; RTF Ca sens inh: -7; RTF Ca sens act: 4; Keap1-Nrf2 PPI: -4; NSD2 inh: -2

Results for CN(Cc1nc(-c2cnccn2)no1)CC(O)c1ccccc1 (stereo not given) ?
dFosB activator: 9; CDK5 p35 inh: -0.4; C-LANA FP: -14; PfHsp90 yeast 2: 19; PvdQ acylase: -7; Mot1-301 SUMO: 23; Rtt109 HAT inh: 7; RTF Ca sens inh: 3; RTF Ca sens act: 2; Keap1-Nrf2 PPI: -4; NSD2 inh: -1

Results for Cc1cc(NS(=O)(=O)c2ccc(NC(=O)/C=C/c3ccccc3)cc2)nc(C)n1 ?
dFosB activator: -12; CDK5 p35 inh: -1.8; C-LANA FP: -2.1; PfHsp90 yeast 2: -19; PvdQ acylase: -13; Mot1-301 SUMO: -16; Rtt109 HAT inh: -2; RTF Ca sens inh: 5; RTF Ca sens act: -5; Keap1-Nrf2 PPI: -2; NSD2 inh: 0

Results for CC(=O)Nc1ccc(S(=O)(=O)N2CCN(Cc3csc(C)n3)CC2)cc1 ?
dFosB activator: -2; CDK5 p35 inh: -6.5; C-LANA FP: 0.1; PfHsp90 yeast 2: 10; PvdQ acylase: -7; Mot1-301 SUMO: -2; Rtt109 HAT inh: -5; RTF Ca sens inh: -2; RTF Ca sens act: 0; Keap1-Nrf2 PPI: 0; NSD2 inh: -1

What do the screens show for `CCCCCCCNC(=O)C1(CC2CC(c3ccc(Cl)cc3)=NO2)CCN(C(=O)C2CCCC2)CC1` (stereo not given)?
dFosB activator: -2; CDK5 p35 inh: 1.7; C-LANA FP: -1.0; PfHsp90 yeast 2: -1; PvdQ acylase: 2; Mot1-301 SUMO: 48; Rtt109 HAT inh: 11; RTF Ca sens inh: 3; RTF Ca sens act: -2; Keap1-Nrf2 PPI: -9

Results for O=C(CC1N=C2c3ccccc3N=C(SCc3ccc(F)cc3)N2C1=O)NCc1ccco1 (stereo not given) ?
dFosB activator: -15; CDK5 p35 inh: -3.5; C-LANA FP: -1.0; PvdQ acylase: -11; Mot1-301 SUMO: 5; Rtt109 HAT inh: 0; RTF Ca sens inh: -15; RTF Ca sens act: 4; Keap1-Nrf2 PPI: -4

How did CCOC(=O)C(c1ccccc1)C(Nc1cc(C(F)(F)F)cc(C(F)(F)F)c1)c1ccccn1 (stereo not given) do in these assays?
dFosB activator: -5; CDK5 p35 inh: 2.0; C-LANA FP: 0.8; PfHsp90 yeast 2: -1; PvdQ acylase: -16; Mot1-301 SUMO: -14; Rtt109 HAT inh: -8; RTF Ca sens inh: -4; RTF Ca sens act: -1; Keap1-Nrf2 PPI: -3; NSD2 inh: -2

Results for Cn1c(=O)c(=O)n(C)c2cc(S(=O)(=O)N3CCCC3C(=O)NCc3cccs3)ccc21 (stereo not given) ?
dFosB activator: 0; CDK5 p35 inh: 0.6; C-LANA FP: -8.4; PfHsp90 yeast 2: 7; PvdQ acylase: -6; Mot1-301 SUMO: -14; Rtt109 HAT inh: 3; RTF Ca sens inh: -7; RTF Ca sens act: -4; Keap1-Nrf2 PPI: -2; NSD2 inh: -4

Results for Cc1cc(C)cc(N(C(=O)c2csnn2)C(C(=O)NC(C)(C)C)c2cccnc2)c1 (stereo not given) ?
dFosB activator: -9; CDK5 p35 inh: 0.1; C-LANA FP: -1.7; PfHsp90 yeast 2: 2; PvdQ acylase: -9; Mot1-301 SUMO: -19; Rtt109 HAT inh: -6; RTF Ca sens inh: -3; RTF Ca sens act: 1; Keap1-Nrf2 PPI: 3; NSD2 inh: -4

How did Cc1ccccc1C1NC(c2ccccc2C)C(C)C(=O)C1C (stereo not given) do in these assays?
dFosB activator: 4; CDK5 p35 inh: 1.5; C-LANA FP: -0.9; PfHsp90 yeast 2: 10; PvdQ acylase: 4; Mot1-301 SUMO: 37; Rtt109 HAT inh: -7; RTF Ca sens inh: -2; RTF Ca sens act: 5; Keap1-Nrf2 PPI: -5; NSD2 inh: -5

How did Cc1ccc(-n2nc3c(c2NC(=O)c2ccc(OC(C)C)cc2)CS(=O)C3)cc1 (stereo not given) do in these assays?
dFosB activator: -4; CDK5 p35 inh: 0.9; C-LANA FP: -0.3; PfHsp90 yeast 2: -4; PvdQ acylase: -12; Mot1-301 SUMO: -18; Rtt109 HAT inh: 0; RTF Ca sens inh: 3; RTF Ca sens act: 0; Keap1-Nrf2 PPI: -1

What do the screens show for `Cc1cccc(C)c1NC(=O)c1sc(N)nc1-c1ccccc1`?
dFosB activator: 3; CDK5 p35 inh: -1.8; C-LANA FP: 0.1; PfHsp90 yeast 2: 35; PvdQ acylase: -3; Mot1-301 SUMO: -2; Rtt109 HAT inh: -4; RTF Ca sens inh: -6; RTF Ca sens act: 11; Keap1-Nrf2 PPI: -9; NSD2 inh: 0

How did Fc1cccc(CN2CCN(Cc3nc(CCc4ccccc4)no3)CC2)c1 do in these assays?
dFosB activator: -6; CDK5 p35 inh: -0.2; C-LANA FP: 0.3; PfHsp90 yeast 2: -4; PvdQ acylase: -13; Mot1-301 SUMO: 4; Rtt109 HAT inh: -7; RTF Ca sens inh: -4; RTF Ca sens act: 5; Keap1-Nrf2 PPI: -3; NSD2 inh: -1

Results for CCC(=O)N1CCN=C1SCc1c(F)cccc1Cl ?
dFosB activator: -5; CDK5 p35 inh: -1.3; C-LANA FP: 1.6; PfHsp90 yeast 2: 11; PvdQ acylase: 7; Mot1-301 SUMO: 182; Rtt109 HAT inh: -7; RTF Ca sens inh: -4; RTF Ca sens act: -1; Keap1-Nrf2 PPI: 0; NSD2 inh: 1

Results for Cc1ccc(S(=O)(=O)NCCC(=O)OCC(=O)N(Cc2ccccc2)C(C)(C)C)cc1C ?
dFosB activator: -15; CDK5 p35 inh: -1.6; C-LANA FP: -0.6; PfHsp90 yeast 2: 23; PvdQ acylase: -14; Mot1-301 SUMO: -6; Rtt109 HAT inh: 10; RTF Ca sens inh: -19; RTF Ca sens act: -8; Keap1-Nrf2 PPI: -6; NSD2 inh: -1

How did COc1ccc(CC(=O)Oc2ccc(C(C)(C)C)cc2)cc1S(=O)(=O)N1CCOCC1 do in these assays?
dFosB activator: -6; CDK5 p35 inh: -0.4; C-LANA FP: -1.2; PfHsp90 yeast 2: 7; PvdQ acylase: -15; Mot1-301 SUMO: -9; Rtt109 HAT inh: 2; RTF Ca sens inh: -8; RTF Ca sens act: -2; Keap1-Nrf2 PPI: -4; NSD2 inh: 2

What do the screens show for `Cc1cc(Cl)c2oc(C(=O)N(C)CCCCN3CCOCC3)c(C)c2c1`?
dFosB activator: -11; CDK5 p35 inh: -0.5; C-LANA FP: -0.7; PfHsp90 yeast 2: 8; PvdQ acylase: -7; Mot1-301 SUMO: 14; Rtt109 HAT inh: 7; RTF Ca sens inh: -6; RTF Ca sens act: 1; Keap1-Nrf2 PPI: -5; NSD2 inh: 0

Results for Fc1ccccc1/C=C1\CCCC2=C1Nc1nnnn1C2c1ccccc1F (stereo not given) ?
dFosB activator: -5; CDK5 p35 inh: -2.7; C-LANA FP: -1.2; PfHsp90 yeast 2: 5; PvdQ acylase: -7; Mot1-301 SUMO: -9; Rtt109 HAT inh: -2; RTF Ca sens inh: -14; RTF Ca sens act: 7; Keap1-Nrf2 PPI: -20; NSD2 inh: -1

What do the screens show for `CS(=O)(=O)c1cccc(C(=O)Nc2cccc(-c3nc4ccccc4[nH]3)c2)c1`?
dFosB activator: -30; CDK5 p35 inh: 3.9; C-LANA FP: 0.0; PfHsp90 yeast 2: 4; PvdQ acylase: 13; Mot1-301 SUMO: 404; Rtt109 HAT inh: 18; RTF Ca sens inh: 0; RTF Ca sens act: -2; Keap1-Nrf2 PPI: -1; NSD2 inh: 1

Results for Nc1nc2ncc(C(=O)c3cc(Cl)cc(Cl)c3O)cc2s1 ?
dFosB activator: -22; CDK5 p35 inh: 0.1; C-LANA FP: 10; PfHsp90 yeast 2: -9; PvdQ acylase: 11; Mot1-301 SUMO: 305; RTF Ca sens inh: -10; RTF Ca sens act: 2; Keap1-Nrf2 PPI: 6; NSD2 inh: 4

Results for COC(=O)c1sc(N2CCN(c3ccc(Cl)cc3)CC2)nc1N ?
dFosB activator: -3; CDK5 p35 inh: -1.8; C-LANA FP: 0.4; PfHsp90 yeast 2: -12; PvdQ acylase: -9; Mot1-301 SUMO: 7; Rtt109 HAT inh: 0; RTF Ca sens inh: -5; RTF Ca sens act: 6; Keap1-Nrf2 PPI: -6; NSD2 inh: 2

How did O=C(NCCC1CCCCN1S(=O)(=O)c1ccccc1)C(=O)NCc1ccncc1 (stereo not given) do in these assays?
dFosB activator: -5; CDK5 p35 inh: 0.0; C-LANA FP: 0.2; PfHsp90 yeast 2: 34; PvdQ acylase: -11; Mot1-301 SUMO: 16; Rtt109 HAT inh: -3; RTF Ca sens inh: -6; RTF Ca sens act: -2; Keap1-Nrf2 PPI: 2; NSD2 inh: 0
